# Bioassay records deposited in PubChem BioAssay by Sanford-Burnham Center for Chemical Genomics.
# Mdm2-MdmX inh: disrupts the human Mdm2-MdmX interaction | inhibition, % at 8 µM | O15151+Q00987 | actives 3% (n = 330,000) | SaOS-2 split-luciferase Mdm2/MdmX complementation, luminescence;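 active means inhibition of at least 50% at 8 µM in the primary screen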
# Target sequence (O15151 whole entry, looked up): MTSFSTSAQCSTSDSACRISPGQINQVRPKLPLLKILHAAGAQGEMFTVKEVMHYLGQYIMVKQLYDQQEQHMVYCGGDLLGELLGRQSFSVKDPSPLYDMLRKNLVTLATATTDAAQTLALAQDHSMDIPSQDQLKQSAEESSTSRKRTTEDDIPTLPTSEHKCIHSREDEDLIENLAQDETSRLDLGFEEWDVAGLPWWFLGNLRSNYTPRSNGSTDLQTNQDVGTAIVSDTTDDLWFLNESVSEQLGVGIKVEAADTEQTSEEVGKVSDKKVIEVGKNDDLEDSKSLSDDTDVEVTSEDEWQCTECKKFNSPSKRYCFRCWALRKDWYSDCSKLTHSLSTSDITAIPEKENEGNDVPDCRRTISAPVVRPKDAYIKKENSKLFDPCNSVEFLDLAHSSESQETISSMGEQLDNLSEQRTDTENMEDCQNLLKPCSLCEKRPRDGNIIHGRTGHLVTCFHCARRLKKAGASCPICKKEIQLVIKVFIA
# Target sequence (Q00987 whole entry, looked up): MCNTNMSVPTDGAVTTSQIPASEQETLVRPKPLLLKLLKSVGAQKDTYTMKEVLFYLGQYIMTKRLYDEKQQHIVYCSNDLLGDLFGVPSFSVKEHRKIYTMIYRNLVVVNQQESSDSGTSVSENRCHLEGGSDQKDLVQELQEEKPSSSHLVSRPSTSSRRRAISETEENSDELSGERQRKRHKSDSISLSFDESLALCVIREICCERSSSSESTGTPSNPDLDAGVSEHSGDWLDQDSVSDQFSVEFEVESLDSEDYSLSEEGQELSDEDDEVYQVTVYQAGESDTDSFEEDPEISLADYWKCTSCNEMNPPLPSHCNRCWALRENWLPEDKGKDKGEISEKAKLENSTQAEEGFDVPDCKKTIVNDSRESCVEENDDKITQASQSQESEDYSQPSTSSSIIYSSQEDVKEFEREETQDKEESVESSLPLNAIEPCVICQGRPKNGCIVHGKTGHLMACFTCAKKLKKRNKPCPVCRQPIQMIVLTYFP
# UPR CHOP act: activators of apoptotic arm of unfolded protein response (CHOP) | CHO-CHOP luciferase reporter, UPR activation, luminescence; percent of tunicamycin response over DMSO baseline | activation, % at 10 µM | actives 0.34% (n = 330,000) | AID 449763;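 active means at 10 µM dose, activation of 40% or more, normalized to positive control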;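 further: 100% = tunicamycin at 10 µg/mL and 0% = DMSO alone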
#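 Test system: CHO-CHOP cells, stable luciferase reporter of PERK-eIF2a-CHOP signalling | Quantity: 500 CHO-CHOP cells per well | Buffer or medium: F12 plus 10% serum | Compound dosing: 10 µM single point, 0.5% DMSO | Schedule: 6 h compound treatment, 37 °C | Signal: Luciferase luminescence | Control set: Tunicamycin high control, DMSO low control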
# Jurkat NFkB inh: inhibitors of the PMA/ionomycin-induced NF-kB reporter in Jurkat cells; PMA/ionomycin-induced NF-kB luciferase reporter, luminescence; inhibition, % at 4 µM; actives 0.53% (n = 330,000); AID 435003; in the data active means inhibition above about 50%
# APJ agonist: APJ receptor agonism; P35414; CHO-K1 APJ PathHunter beta-arrestin, luminescence; 0% DMSO wells, 100% apelin; activation, % at 20 µM; actives 0.11% (n = 330,000); AID 2520;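 active means activation more than six SD over the plate average, tested at 20 µM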;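 further: 0% = DMSO alone and 100% = apelin-13 at 10 nM; some results filed as inactive read as strong as hits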
#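 Material: CHO-K1 APJ beta-arrestin complementation cell line; Input: cell density 1000 per well; Incubation: compound stimulation 90 min at 25 °C, detection 60 min; Signal: luminescence from split beta-galactosidase complementation, Galacton Star/Emerald II substrate; Controls: DMSO-only wells as negative, 10 nM Apelin-13 as positive control.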
# UPR XBP1 act: adaptive UPR (XBP1) activation; activation, % at 20 µM; CHO-XBP1 luciferase reporter, IRE1-XBP1 UPR activation, luminescence; percent of tunicamycin response, DMSO as zero; AID 463104; actives 0.33% (n = 330,000);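 active means versus positive control, 20 µM dose yields 30% or more activation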;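 further: 100% = tunicamycin at 10 µg/mL and 0% = DMSO only wells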
#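 Material – CHO cell line with stable XBP1 luciferase reporter · Buffer or medium – F12 plus 10% FBS · Compound – single point, 20 µM final compound, 1% DMSO · Schedule – 16-18 h cell attachment at 37 °C, then 6 h compound exposure · Signal – Steady-Glo luminescence read · Benchmarks – high control tunicamycin 10 µg/mL final, low control DMSO vehicle only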
# APJ antagonist: antagonists of human APJ apelin receptor. P35414. actives 0.32% (n = 330,000). inhibition, % at 20 µM. AID 2521. CHO-K1 APJ beta-arrestin complementation, luminescence;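 active means inhibition above about 40% at 20 µM, limit read from the data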;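 further: cells challenged with 10 nM apelin-13 agonist together with compound; plate controls were apelin-13 plus DMSO wells for no effect and DMSO wells lacking apelin-13 for full effect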
# tim23-1 inh: tim23-1 yeast growth inhibition; AID 463212; S. cerevisiae tim23-1 growth, BacTiter-Glo luminescence, 24 h; inhibition, % at 20 µM; actives 1.3% (n = 330,000);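 active means growth inhibition of the mutant yeast at or above 50%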;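 further: temperature-sensitive mutant grown at 25 °C; plate controls were DMSO-treated mutant yeast for no effect and medium wells lacking yeast for full effect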
# 697 NFkB inh: inhibitors of the PMA/ionomycin-induced NF-kB reporter in 697 B cells; 697 B-cell NF-kB luciferase reporter, 16 h; inhibition, % at 4 µM; actives 0.33% (n = 330,000); AID 435022; in the data active means inhibition above about 35%
# Starred values were filed as active, the others as inactive.
SMILES,Mdm2-MdmX inh,UPR CHOP act,Jurkat NFkB inh,APJ agonist,UPR XBP1 act,APJ antagonist,tim23-1 inh,697 NFkB inh
COc1ccc(CN=Nc2cc(C)nc(NS(=O)(=O)c3ccccc3Cl)n2)cc1,6,-1.4,1,1,-3,-1,-22,13
O=C(O)c1cc(N/N=C/c2cccc3ccccc23)ccc1Cl,-2,2.7,-2,-1,1,-10,14,-27
Cc1cccc(-n2ccnc2SCC(=O)O)c1C,8,0.9,-5,-1,0,10,-9,3
CCN(C(=O)CCNC(=O)Cn1cnc2ccccc2c1=O)c1cccc(Cl)c1,8,1.6,0,-2,3,1,6,9
Cc1cc(Nc2ccc(C(=O)N3CCCCC3)cc2)c2cccc(C)c2n1,-23,1.6,2,-1,-5,-1,0,10
COc1ccc(NC(=O)CSc2nc3c(c(=O)n2-c2ccc(C)cc2)SCC3)c(OC)c1,48,11,12,3,-3,2,9,-8
COc1ccc2nc(SCC(=O)N3CCN(c4ccc(F)cc4)CC3)c(C#N)cc2c1,-16,0.2,-88,-4,3,-15,-9,-22
Cc1ccccc1OCC(=O)NC1CCCCCCC1,-20,2.7,-14,-3,2,2,29,-33
O=C(NC(=S)Nc1ccccc1N1CCOCC1)c1sc2ccccc2c1Cl,41,-0.8,3,-4,0,29,17,12
COC(=O)c1c(NC(C)=O)sc2c1CCCCC2,0,-0.7,-6,-3,2,6,30,8
COc1ccc(-c2cn3cc(C(F)(F)F)cc(Cl)c3n2)cc1,-299,4.1,-80,1,-1,-19,31,-111
O=S(=O)(Cc1ccccc1)NCC1CCCN(Cc2ccc(F)c(F)c2)C1 (stereo not given),16,1.3,1,-3,0,-17,-1,6
CNC(=S)N/N=C/c1cc(Br)cc(Br)c1O,11,0.1,-11,6,0,-19,58*,-8
CC(OC(=O)CCN=C1NS(=O)(=O)c2ccccc21)C(=O)Nc1ccc(F)c(F)c1F (stereo not given),13,-2.2,-9,1,-1,-32,2,-2
CCOC(=O)C(C)On1c(-c2ccc(Cl)cc2)nc2ccc([N+](=O)[O-])cc21 (stereo not given),-16,3.5,-129,9,4,-36,-18,-184

# Reprinted at random: 5 entries already listed, in no set order.
SMILES,Mdm2-MdmX inh,UPR CHOP act,Jurkat NFkB inh,APJ agonist,UPR XBP1 act,APJ antagonist,tim23-1 inh,697 NFkB inh
COc1ccc(CN=Nc2cc(C)nc(NS(=O)(=O)c3ccccc3Cl)n2)cc1,6,-1.4,1,1,-3,-1,-22,13
CNC(=S)N/N=C/c1cc(Br)cc(Br)c1O,11,0.1,-11,6,0,-19,58*,-8
COc1ccc(NC(=O)CSc2nc3c(c(=O)n2-c2ccc(C)cc2)SCC3)c(OC)c1,48,11,12,3,-3,2,9,-8
CCOC(=O)C(C)On1c(-c2ccc(Cl)cc2)nc2ccc([N+](=O)[O-])cc21 (stereo not given),-16,3.5,-129,9,4,-36,-18,-184
COC(=O)c1c(NC(C)=O)sc2c1CCCCC2,0,-0.7,-6,-3,2,6,30,8

# Other compounds
SMILES,Mdm2-MdmX inh,UPR CHOP act,Jurkat NFkB inh,APJ agonist,UPR XBP1 act,APJ antagonist,tim23-1 inh,697 NFkB inh
COc1ccc(C)cc1NC(=O)CN1CCCN(S(=O)(=O)c2ccc(Br)cc2)CC1,30,-1.5,10,-5,-2,-7,22,10
O=C(NC1=NCCS1)c1ccc(Cl)c(S(=O)(=O)N2CCOCC2)c1,15,1.2,-12,-3,0,15,9,3
CC(C)NC(=O)N(C)C[C@H]1Oc2ccc(NC(=O)Nc3ccccc3)cc2C(=O)N([C@@H](C)CO)C[C@@H]1C,-9,-0.4,2,-1,-2,-3,-10,20
O=C(Nc1ccccc1C(=O)N1CCOCC1)C1CCC(=O)N1C1CCCC1 (stereo not given),22,-0.4,6,-1,-1,13,-8,8
C/C(CC(=O)Nc1cccc(Cl)c1Cl)=N\NC(=O)C(=O)N1CCCC1,-2,-3.0,6,1,4,10,22,13
Cc1c2cnn(CC(=O)NCCCN3CCCCC3C)c(=O)c2c(C)n1Cc1ccccc1 (stereo not given),16,1.5,-3,-2,-1,-7,-7,-12
COCCN(C(=O)COC(=O)c1ccccc1Oc1ccccc1)c1c(N)n(Cc2ccccc2)c(=O)[nH]c1=O,-7,0.5,6,-2,-6,-17,26,-24
C[C@H](NC(=O)NCc1ccc(F)cc1)C(=O)O,14,-0.9,-3,1,2,-6,14,23
COCCCNC(=O)C1Cc2cc(S(=O)(=O)N3CCCC3)ccc2N1C(C)=O (stereo not given),11,-0.3,3,-3,0,-3,2,9
Cc1[nH]c(=O)c(C#N)cc1-c1ccncc1,20,0.0,12,-2,-3,-9,-6,14
CC(Cc1ccccc1)C(=O)N(C)Cc1ccccc1 (stereo not given),-21,0.2,-21,0,-2,-8,10,-12
CC(=O)N1c2ccccc2NC2=C(C(=O)CCC2)C1c1cccnc1 (stereo not given),1,1.9,-21,-2,-2,-3,0,-15
CCOc1ccc(C(=O)NC(=S)Nc2ccccc2N2CCCCC2)cc1[N+](=O)[O-],19,0.9,-20,0,3,21,11,-3
Cc1ccc(-c2onc3ccc(C(=O)/C=C/N(C)C)cc23)cc1,14,3.8,20,4,-2,-9,27,-61
COc1ccccc1N(CN1CCCC1=O)C(=O)c1ccccc1F,8,1.8,2,-1,-1,6,8,4
CCN1CCN(c2ccc(NC(=O)c3ccc4c(c3)OCCO4)cc2C)CC1,-27,2.0,-165,7,0,24,-4,-76
Cc1cc(C)nc(NC(=O)c2ccc(Cl)c([N+](=O)[O-])c2)n1,-6,-0.4,2,-5,-1,7,3,9
Cc1ccc(NC(=O)COc2ccc(N(C)S(=O)(=O)c3ccc(F)cc3)cc2)cc1,-10,0.3,-14,6,-2,4,18,-18
CCCn1c2ccccc2c2cnn(CC(=O)NCCCN3CCCCC3CC)c(=O)c21 (stereo not given),24,-1.7,-37,-1,0,10,4,-20
COc1ccc(NC(=O)c2cccnn2)cc1,-7,8.7,-38,-2,-1,15,-3,-24
Cc1csc(NC(=O)CCCNC(=O)c2ccc(Cl)cc2)n1,23,0.4,-3,-1,2,-12,-14,14
CC(=O)Nc1ccc(Cl)cc1C(=O)O,3,-1.6,-1,-5,-4,9,3,14
CCN(CC)S(=O)(=O)c1ccc2[nH]cc(C(=O)NCCCN3CCCCC3C)c(=O)c2c1 (stereo not given),12,-0.7,-26,-1,-5,-24,-5,6
CCc1nnc(NS(=O)(=O)c2ccc(N/C=C\C(=O)c3cccc4ccccc34)cc2)s1,7,-0.7,14,-6,-4,-4,15,-11
CC(C)N1CCN(Cc2cnc(-c3ccccc3)s2)CC1CCO (stereo not given),-18,-1.2,-2,0,0,8,6,-5
Cc1ccc(C(=O)NNC(=O)c2ccc3ccccc3c2O)cc1,14,-1.8,7,-3,-2,4,43,12
O=C1C2ON(c3ccc(Br)cc3)C(c3cccnc3)C2C(=O)N1C1CCCCC1 (stereo not given),14,0.9,12,6,-4,-34,12,11
C=CC[C@@H](Cc1ccc(F)cc1)C(=O)OC[C@@H]1CCCN1C(=O)[C@@H](CC=C)CC(=O)N(CCO)Cc1ccccc1,30,-0.2,-5,-1,-2,2,37,-19
CCCCSc1nc2sc3c(c2c(=O)n1-c1ccc(OC)cc1)CCN(C)C3,12,2.9,1,-1,1,24,25,-22
CC1(C)CC[C@]2(C(=O)O[C@@H]3OC(CO)[C@@H](O)[C@H](O)[C@H]3O)CC[C@]3(C)C(=CCC4[C@@]5(C)CC[C@H](O[C@@H]6OC(C(=O)O)[C@@H](O)[C@H](O)[C@H]6O)C(C)(C)C5CC[C@]43C)[C@@H]2C1 (stereo not given in full),-14,0.0,-9,2,-1,-16,28,-27
Clc1ccc(CN2CCN(c3ncccn3)CC2)cc1Cl,11,1.9,0,-1,-5,-14,17,-33
O=C(CSc1nc2nc(-c3cccs3)cc(C(F)(F)F)c2c(=O)[nH]1)C(F)(F)F,38,-0.3,-1,-7,25,5,1,-3
CC(C)C(=O)Nc1nnc(SCc2cccc(F)c2)s1,7,0.3,7,0,3,5,30,-7
Cc1ccccc1NC(=O)COC(=O)c1cc[n+]([O-])cc1,6,-0.4,5,8,-3,7,11,-19
O=C(c1ccc(Cl)cc1)N(Cc1ccc(Br)cc1)N1C(=O)CCC1=O,-18,0.1,5,-2,-4,-15,23,-4
CCOc1nc(N2CCCCC2)nc(-n2cc(-c3ccccc3)nn2)n1,23,0.3,7,-2,-3,-4,-4,26
Cc1ccc(NC(=O)c2cc(S(=O)(=O)Nc3ccc(C)cc3)cs2)cc1,19,-1.3,0,-2,-1,-14,14,-10
COc1ccc(CNC(=O)C2CCC(CNc3c(N4CCCCC4)c(=O)c3=O)CC2)cc1 (stereo not given),6,0.8,3,-3,-4,0,-1,12
O=C1c2ccccc2C(=O)N1CCN1CCOCC1,8,-0.1,4,-3,0,9,-2,12
Cc1ccc(N(C(=O)Cc2c[nH]c3ccccc23)C(C(=O)NC2CCCCC2)c2ccco2)cc1 (stereo not given),55*,2.3,-5,-4,6,-2,7,10
Cc1cccc(CN2CCN(C(C)C(=O)NC(C)c3ccccc3)CC2)c1 (stereo not given),-28,0.3,-35,-3,-4,4,13,-20
COC(=O)c1ccc(-c2sc3nc(N4CCOCC4)c4c(c3c2N)CCCC4)o1,-7,3.1,6,14,7,-8,25,2
CCCN1CCN(C(=S)Nc2ccc(S(N)(=O)=O)cc2)CC1,7,0.7,18,-2,-4,3,3,6
Cc1ccc(-c2nc(-c3ccccc3)no2)c(Cl)c1,52*,-9.5,-62,-4,-9,1,10,-168
O=C1NNC(c2ccccc2)=N/C1=C\c1ccco1,21,0.2,-14,4,2,20,12,-7
Cc1cccn2c(=O)c3cc(C(=O)NC4CCS(=O)(=O)C4)n(Cc4ccccc4)c3nc12 (stereo not given),30,4.8,-9,-4,5,17,4,14
Cc1ccc2c(CC(=O)OCc3csc(C)n3)coc2c1,-15,-1.0,1,2,0,-5,16,10
CCN(CC)C(=O)c1sc(NC(=O)c2cc(-c3ccc(C)s3)nc3ccccc23)c(C(=O)OC)c1C,14,-2.2,-12,-5,-7,26,9,22
Cc1cccc(C)c1NC(=O)CCCSc1nnc(-c2ccc(Cl)cc2)n1-c1ccccc1,14,1.1,13,-2,-4,12,17,-24
Cc1nnc(SCc2nnc(-c3ccc(Cl)cc3)o2)n1-c1ccccc1,24,0.3,-19,-4,-4,9,-1,-15
CCOC(=O)N1CCN(C(=O)CN(C2CCCCC2)S(=O)(=O)c2c(C)cc(C)cc2C)CC1,-34,-3.9,-22,-2,0,-10,42,-32
O=C(O)c1cc(-c2ccco2)nc2cc3ccccc3cc12,3,-1.6,8,1,3,0,12,-10
O=C(CN1C(=O)S/C(=C\c2ccccn2)C1=O)Nc1ccc(F)cc1,17,-0.2,15,3,-1,-13,19,8
COc1cc(C(=O)Oc2cc(C)cc(C)c2)cc(OC)c1OC,-6,-1.4,4,-3,-4,28,15,14
CC(C)(C)OC(=O)N1CCCN(C(=O)c2ccc(Cl)cc2)CC1,0,-0.3,0,-2,2,13,12,10
COC(=O)C1=C(C)OC(N)=C(C#N)C1c1cc(OC)ccc1OC (stereo not given),12,-2.2,3,0,-4,-7,13,13
COC(=O)/C=C1\N/C(=N\c2nc(C)cc(C)n2)N(c2ccc(C)cc2)C1=O,9,0.0,-16,-3,-3,-12,18,-2
